HKDC1 inhibitor: inhibitors of human hexokinase HKDC1; Q2TB90; recombinant HKDC1, G6PDH/diaphorase resazurin coupled fluorescence; inhibition, % at 20 µM; 0.16% of 340,000 active; AID 493160;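 active means inhibition above about 35% when tested at 20 µM, limit read from the data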;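 further: plate controls were DMSO wells with enzyme for no effect and DMSO wells lacking enzyme for full effect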
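Incubation: 90 min at room temperature in dark / Material: recombinant HKDC1 (HK5) hexokinase enzyme, produced in-house / Quantity: enzyme 5 µg/mL final / Compound: one dose of 20 µM, 1% DMSO / Reagent: glucose and ATP substrates / Buffer or medium: Tris pH 8.0 buffer with MgCl2, Tween-20, BSA, BME / Technique: resorufin fluorescence at 613 nm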
PfG6PD inh: PfG6PD (Plasmodium falciparum) enzyme inhibition; PfGluPho enzyme, NADPH resazurin-diaphorase fluorescence; inhibition, % at 20 µM; 0.78% of 350,000 active; AID 504690;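 active means inhibition reaching at least a set limit at 20 µM in the primary screen, cut at about 59% in these data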;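 further: 0% = DMSO wells with substrate and 100% = DMSO wells lacking glucose-6-phosphate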
mIAP act: increases mouse intestinal alkaline phosphatase activity; 0.24% of 330,000 active; activation factor at 10 µM; muIAP, CDP-Star luminescence, 30 min; active compounds read high; 1 = vehicle-only enzyme signal, 0 = enzyme-free wells;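 active means activation factor of at least 2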; further: the source names both 10 and 20 µM as test concentration; values of inactives mirror those of a sister screen read the other way
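also added = chemiluminescent substrate CDP-Star | test system = mouse IAP enzyme | signal = chemiluminescence readout | compound = DMSO-dissolved test compounds | incubation = 30 min at room temperature | benchmarks = DMSO wells, no-enzyme wells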
mIAP inh: blocks mouse intestinal alkaline phosphatase; inhibition, % at 10 µM; AID 2806; 0.2% of 330,000 active; purified mouse IAP, CDP-Star luminescence, 30 min;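 active means inhibition of at least 40% at 10 µM in the primary screen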;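 further: plate controls were DMSO with enzyme for no effect and no enzyme wells for full effect; values of inactives mirror those of a sister screen read the other way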
ATG4B inhibitor: inhibitors of human ATG4B cysteine protease; ATG4B cleavage of LC3-PLA2, NBD-HPC fluorescence, 1 h; Q9Y4P1; inhibition, % at 8.33 µM; 0.51% of 340,000 active; in the data active means inhibition above about 40%
hIAP block: human IAP inhibition; 0.12% of 330,000 active; P09923; purified IAP, CDP-Star luminescence, 30 min; inhibition, % at 10 µM;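 active means inhibition reaching a set limit with compound at 10 µM in the primary screen, cut at about 35% in these data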;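 further: plate controls were DMSO wells with enzyme for no effect and no-enzyme buffer wells for full effect; values of inactives mirror those of a sister screen read the other way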
Target sequence (P09923 whole entry, looked up): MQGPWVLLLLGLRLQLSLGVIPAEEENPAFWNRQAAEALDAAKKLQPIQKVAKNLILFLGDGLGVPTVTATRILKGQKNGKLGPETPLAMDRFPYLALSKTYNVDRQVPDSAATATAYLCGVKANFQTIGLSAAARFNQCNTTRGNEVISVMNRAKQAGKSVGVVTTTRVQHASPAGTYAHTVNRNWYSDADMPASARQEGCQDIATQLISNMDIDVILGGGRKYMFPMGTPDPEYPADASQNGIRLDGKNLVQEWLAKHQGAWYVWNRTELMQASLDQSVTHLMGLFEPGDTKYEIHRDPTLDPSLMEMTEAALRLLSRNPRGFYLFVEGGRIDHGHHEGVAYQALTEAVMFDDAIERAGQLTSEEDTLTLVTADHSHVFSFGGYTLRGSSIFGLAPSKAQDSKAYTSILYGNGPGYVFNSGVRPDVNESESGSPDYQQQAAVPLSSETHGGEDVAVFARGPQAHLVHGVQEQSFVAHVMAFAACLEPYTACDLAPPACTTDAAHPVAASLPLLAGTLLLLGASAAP
A3A deaminase: blocks human APOBEC3A ssDNA deamination; 0.41% of 330,000 active; inhibition, % at 20 µM; AID 493011; recombinant A3A, FAM/TAMRA ssDNA deamination fluorescence;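 active means at least 40% inhibition at 20 µM here, with at most 30% in a related deaminase screen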;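 further: plate controls were A3A with DMSO for no effect and wells lacking A3A enzyme for full effect; some results filed as inactive read as strong as hits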
Target sequence (P31941 whole entry, looked up): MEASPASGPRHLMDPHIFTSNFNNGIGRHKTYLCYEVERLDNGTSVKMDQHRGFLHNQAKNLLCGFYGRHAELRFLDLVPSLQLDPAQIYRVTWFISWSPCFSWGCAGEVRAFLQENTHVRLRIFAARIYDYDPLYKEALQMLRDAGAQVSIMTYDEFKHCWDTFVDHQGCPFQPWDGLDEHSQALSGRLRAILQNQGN
hIAP activ: human IAP activation; P09923; purified human IAP, CDP-Star luminescence, 30 min; active compounds read high; 1 = vehicle-only enzyme, 0 = enzyme-free background; activation factor at 10 µM; 0.16% of 330,000 active; AID 2524;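 active means activation factor of the enzyme at least 2-fold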; further: the source names both 10 and 20 µM as test concentration; values of inactives mirror those of a sister screen read the other way
The depositor's hits bear a star; / = no result given; & = joins results of further samples.

SMILES	HKDC1 inhibitor	PfG6PD inh	mIAP act	mIAP inh	ATG4B inhibitor	hIAP block	A3A deaminase	hIAP activ
CN(C)C(CNc1ncnc2sc3c(c12)CCCC3)c1ccco1 (stereo not given)	-2	8	0.95	5	13	3	5	0.97
CCCCCNc1nc(NCCCO)c(C#N)c2c1CN(C)CC2	-3	26	0.94	6	7	-14	1	1.1
Cc1nc2ccccc2n1CC(=O)NCc1ccccc1	-9	-7	1	-1	10	5	2	0.95
O=C(NCCOc1ccccc1)c1ccc2c(c1)OCO2	0	10	0.94	6	-3	-3	6	1
COc1ccc(NC(=O)/C(C#N)=C\c2cc(C)n(-c3ccc4c(c3)OCO4)c2C)cc1	-3	5	0.86	14	6	-108	0	2.1*
CCN1CCN(Cc2ccc(NC(=O)c3cc(NC(=O)c4cncc(-c5cccs5)c4)cc(OC)c3)cc2C(F)(F)F)CC1	8	16&17	0.86	14	-2	12	2	0.89
O=C(Cc1ccccc1)Nc1ccc(NC(=O)C2CC2)nc1	6	-17	0.95	4	1	8	0	0.92
CCN(CC)C(=O)CSc1nnc2sc3ccccc3n12	-10	5	1	-2	-6	1	0	0.99
CCN(CC(=O)Nc1cc(Cl)ccc1C)C(=O)Cc1ccsc1	4	9	1.1	-14	-1	-2	0	1
CSc1nc(C)c(C(=O)Nc2ccccc2)c(-c2ccco2)c1C#N	3	35	0.96	4	-5	13	4	0.87
COc1cccc(CNC(=O)c2cccnc2Sc2ccc(Cl)cc2)c1	6	1	0.95	5	-7	4	-6	0.96
O=C(NCCC1CCCCN1S(=O)(=O)c1cccs1)C(=O)NCc1ccccc1 (stereo not given)	5	8	1	-4	-1	0	6	1
Cc1cccc(NC(=O)c2cc(-c3ccc(C)c(C)c3O)n[nH]2)c1	1	-6	1.1	-14	-6	-49	1	1.5
CCC(=O)Nc1cc2c3c(c1)CCC(=O)N3CCC2	-2	7	1	-3	-7	-14	0	1.1
Cc1cc(O)ccc1Nc1nc(-c2cccnc2)cs1	-4	22	0.99	1	-6	0	-5	1
O=C(NC1=NCCS1)C1CC(=O)N(c2ccccc2)C1 (stereo not given)	0	5	0.98	2	-10	3	-3	0.97
COc1cccc(NC(=O)Nc2nc(-c3ccc(OC)c(OC)c3)cs2)c1	-1	20	1.4	-43	-15	6	-1	0.94
CCCOc1cc(CC(=O)NCc2ccco2)ccc1OC	-1	-11	1.1	-14	-6	9	-1	0.91
CN1/C(=C\C(=O)C[n+]2cccc(C(N)=O)c2)C(C)(C)c2ccccc21	-7	4	1	-2	-2	7	4	0.93
O=C(Cn1c(=O)oc2ccccc21)N1CCCC1	-8	1	1	-3	-5	9	3	0.91

Structures above marked active in hIAP activ.
SMILES	HKDC1 inhibitor	PfG6PD inh	mIAP act	mIAP inh	ATG4B inhibitor	hIAP block	A3A deaminase	hIAP activ
COc1ccc(NC(=O)/C(C#N)=C\c2cc(C)n(-c3ccc4c(c3)OCO4)c2C)cc1	-3	5	0.86	14	6	-108	0	2.1*

New compounds follow
SMILES	HKDC1 inhibitor	PfG6PD inh	mIAP act	mIAP inh	ATG4B inhibitor	hIAP block	A3A deaminase	hIAP activ
c1ccc2cc(CNCc3cccc4ccccc34)ccc2c1	1	-6	0.98	2	8	27	2	0.73
CC(C)Oc1ccc(N2CC(C(=O)Nc3ccccn3)CC2=O)cc1 (stereo not given)	-8	-11	0.97	3	0	-6	8	1.1
COC(C)(C)c1cc(C(C)(C)C)nc(N)n1	-8	1	0.94	6	-12	9	-2	0.91
Cc1[nH]c2ccccc2c1C(=O)COC(=O)CCS(=O)(=O)c1ccccc1Cl	11	14	1	-2	2	0	2	1
C=CCOc1ccccc1CN1CCC(Oc2cc(C(=O)NC3CC3)ccc2OC)CC1	3	12	0.98	2	-9	-17	3	1.2
CCC(=O)N(C)CCc1cc2c(c(OC)c1/C=N/NS(=O)(=O)c1ccc(C)cc1)OCO2	-5	-10	0.88	12	6	2	1	0.98
COc1cccc(CSc2nnc(-c3ccco3)n2C)c1	-3	-3	1.1	-6	-2	-3	5	1
Cc1cc(C(=O)NC(C)C2CCCO2)cs1 (stereo not given)	-15	-6	0.97	3	-5	6	-1	0.94
O=C(COC(=O)c1nc(Cl)ccc1Cl)NNC(=O)c1cccs1	-3	-8	0.91	9	-11	6	0	0.94
Nc1c(S(=O)(=O)c2ccccc2)c2nc3ccccc3nc2n1Cc1ccco1	5	10	0.91	9	-7	6	-3	0.94
CCC(C)[C@H](NC(=O)C1CC(=O)N(c2ccc(OC)cc2)C1)C(=O)N1CCCCC1 (stereo not given in full)	-5	0	0.94	6	-4	18	0	0.82
O=c1oc(-c2ccco2)nc2sc3c(c12)CCCC3	20	-9	1	-2	13	4	-2	0.96
CCSc1nc2ccccc2n1Cc1cccc([N+](=O)[O-])c1	-2	12	0.88	12	-13	5	-1	0.95
COc1ccccc1CNc1ccc(Br)cn1	10	7	0.97	3	10	-9	-3	1.1
Cc1ccnc2nc(C(=O)OCCOc3ccccc3)nn12	-6	-8	0.99	1	10	14	-1	0.86
Cc1c(C2C(C#N)=C(N)N(c3ccccc3C#N)C3=C2C(=O)CCC3)cnn1C (stereo not given)	2	-5	0.98	2	-6	12	-3	0.88
O=C1NC(c2cc3c(cc2Cl)OCO3)Oc2ccccc21 (stereo not given)	0	-13	1	-4	-1	-2	3	1
COC(=O)C1=C(C)NC(=O)NC1c1cn(-c2ccccc2)nc1-c1cccs1 (stereo not given)	7	-5	0.94	6	-13	4	5	0.96
CCOC(=O)CC(=O)Nc1nnc(CC(C)C)s1	-1	-18	1.1	-9	-2	10	-2	0.9
COc1cc(NC(=O)c2ccc(N3CCCC3=O)cc2)cc(OC)c1	0	-10	0.88	12	3	-5	2	1
CN(C)C(=O)CCc1ccc2c3c([nH]c2c1)[C@]1(CCC2CCCC2)[C@@H](C(=O)N2CCOCC2)C[C@H](CC(=O)NCCCn2ccnc2)C(=O)N1CC3	-4	21	1.1	-11	-14	/	1	/
Cc1cn(C2OC(COC(=O)c3ccccc3)C(O)C2O)c(=O)[nH]c1=O (stereo not given)	3	-22	0.98	2	-7	-7	-1	1.1
Cc1cccc(C)c1NC(=O)CN(C)C(C)C(=O)Nc1ccccc1-c1ccccc1 (stereo not given)	-1	-11	1.2	-20	-2	-22	-1	1.2
CC1CC(C)CN(S(=O)(=O)N2CCC(C(=O)NCCC3=CCCCC3)CC2)C1 (stereo not given)	-6	-8	1.1	-8	-10	-9	3	1.1
CC(NS(C)(=O)=O)C(c1cccs1)N1CCN(c2ccccc2F)CC1 (stereo not given)	-13	-10	1	0	-1	5	-1	0.95
Cc1cc(NS(=O)(=O)c2ccc(NC(=O)c3cc(-c4cccnc4)nc4ccc(Cl)cc34)cc2)no1	5	3	0.91	9	-6	11	2	0.89
CSc1nncc(/C(C)=N\Nc2ccccc2)n1	-2	12	0.96	4	-4	-11	-13	1.1
O=C(Cn1ncc2c1-c1ccccc1OC2)Nc1ccc(S(=O)(=O)N2CCCCC2)cc1	1	12	1.3	-32	-31	0	2	1
Cn1c(CNC(=O)Nc2ccccc2)nnc1SCc1ccccc1	1	-27	0.99	1	-1	-3	-2	1
CCCOc1ccc(/C=N/Nc2ccccn2)cc1OC	0	-2	1.1	-7	-9	3	0	0.97
Cc1cc(C)c(-c2cc(C(F)(F)F)no2)c(=O)[nH]1	-12	-13	0.99	0	-4	-6	5	1.1
O=[N+]([O-])c1cccc(-c2nn(-c3ccccc3)cc2CO)c1	4	0	0.92	8	15	4	-1	0.96
COc1ccccc1N1CCN(C(=O)CCc2nnc3ccc(N4CCCC4)nn23)CC1	-4	-3	0.99	1	1	22	-3	0.78
c1ccc(COCCC2CO2)cc1 (stereo not given)	/	/	1	-3	/	-14	-1	1.1
CCOc1ccccc1OCCCC(=O)NC1CCCc2ccccc21 (stereo not given)	-10	-8	1	-1	10	4	3	0.96
CCC(C)NC(=S)Nc1ccc2nc(N3CCN(CC)CC3)cc(C)c2c1 (stereo not given)	0	22	1.2	-17	-10	10	-2	0.9
CC(C)c1ccc(NC(=O)[C@H]2CSCN2C(=O)[C@@H]2CCC(=O)N2)cc1	2	-8	1.1	-7	-1	-28	0	1.3
CCOC(=O)C(C)Sc1nc2c(c(-c3cccs3)c1C#N)CCC2 (stereo not given)	3	-14	0.86	14	0	-5	-5	1.1
O=C(NCC1CCCO1)c1cccc(S(=O)(=O)Nc2ccc(F)cc2)c1 (stereo not given)	-1	11	1	-1	3	5	-2	0.95
Cc1cc(Br)cc(C=Nc2ccc(N3CCOCC3)cc2)c1O	7	17	0.98	2	-5	-8	-1	1.1

An excerpt from above in order of the PfG6PD inh value, descending:
mol | PfG6PD inh
CSc1nncc(/C(C)=N\Nc2ccccc2)n1 | 12
COc1ccccc1N1CCN(C(=O)CCc2nnc3ccc(N4CCCC4)nn23)CC1 | -3
Cc1cc(C)c(-c2cc(C(F)(F)F)no2)c(=O)[nH]1 | -13

Taken from above.
CCCOc1cc(CC(=O)NCc2ccco2)ccc1OC in HKDC1 inhibitor reads -1
CCCOc1ccc(/C=N/Nc2ccccn2)cc1OC in A3A deaminase reads 0

(cont.)
SMILES	HKDC1 inhibitor	PfG6PD inh	mIAP act	mIAP inh	ATG4B inhibitor	hIAP block	A3A deaminase	hIAP activ
COc1cc(/C=C/C(=O)N(Cc2ccccc2)c2ccccn2)cc(OC)c1OC	-9	2	0.99	1	-3	-7	7	1.1
O=C(Nc1cc2c3c(c1)CC(=O)N3CCC2)C1CC1	0	18	1	-5	-1	4	9	0.96
O/N=C1\CCC\C1=C/c1ccco1	2	17	0.88	12	-6	-1	8	1
COC(=O)c1nc(NC(=O)C(C)C)n[nH]1	-14	-2	1	-1	-3	4	-5	0.96
CC(=O)Nc1ccc(NC(=O)Nc2ccccc2C)cc1	0	-3	0.98	2	-9	9	0	0.91
CCOC(=O)c1c[nH]c2c(C(F)(F)F)cccc2c1=O	8	19	1.1	-8	-6	-11	-2	1.1
Cc1ccccc1C1c2[nH]c3ccccc3c2CCN1Cc1cccn1-c1ncccn1 (stereo not given)	7	1	1	-1	14	6	2	0.94
C=CCOC(=O)CCCCCCCC	-5	13	0.93	7	10	-5	0	1.1
COCCCNC(=O)CCc1nc2cccnc2n1Cc1ccc(OC)cc1	-7	-10	0.99	1	2	-2	0	1
CCN1CCN(c2nc3ccccc3nc2NS(=O)(=O)c2ccc(NC(C)=O)cc2)CC1	2	-20	1.1	-6	6	16	0	0.84
O=c1[nH]c2ccsc2c(=O)n1-c1ccc(F)c(Cl)c1	-16	-1	0.93	7	-11	-5	-1	1.1
Cc1ccc2c(c1)N(Cc1ccccn1)C(=O)C(C)O2 (stereo not given)	-7	-9	0.92	8	4	5	-1	0.95
Cc1ccc(OCC(=O)NCCCNC(=O)c2ccccn2)cc1	-8	0	1.1	-5	-13	-5	-4	1.1
COc1cc(=O)[nH]c(=O)n1C(=O)Cc1ccccc1	0	-1	0.92	8	-2	-18	5	1.2
Cc1ccc(C(=O)Nc2nnc(CC(=O)N/N=C/c3ccncc3)s2)cc1	2	-22	0.83	17	-7	1	-5	0.99
COc1ccc(CN(C)C(=O)CSc2nnc(C3CC3)n2C2CC2)cc1	1	-1	1	-5	1	-21	-6	1.2
CSc1nncn1/N=C/c1ccccc1F	-6	-22	1.1	-10	1	-7	5	1.1
O=C(O)c1cc2c(cc1NC(=O)c1ccccc1OC(F)F)OCCCO2	-6	-16	1	0	44*	11	2	0.89
O=C(CCO)c1ccc(O)cc1	7	-1	0.54	46*	-14	14	11	0.86
CCCCOc1ncnc2c1[nH]c1ccc(OCC)cc12	5	7	1.1	-6	-2	-4	-2	1
Cc1c(NS(=O)(=O)c2cccs2)c(=O)n(-c2ccccc2)n1C	-4	-14	0.97	3	10	0	-2	1
